SRC2 inh: inhibits human steroid receptor coactivator 2 | Q15596 | HEK293 GAL4-SRC2 luciferase reporter, luminescence | inhibition, % at 9 µM | 370,000 compounds, 0.17% hits | AID 651957;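 active = inhibition above the mean inhibition of all tested compounds plus 3 SD, set per campaign, cut at about 52% in these data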;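 also: 0% = DMSO treated cells and 100% = cells given Gossypol at 36 µM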
COUP-TFII inh: NR2F2 (human) inhibition, primary screen; HEK293T NGFI-A luciferase reporter, luminescence; inhibition, % at 8.6 µM; 370,000 compounds, 0.7% hits;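 active = inhibition above a per-plate cutoff, mean inhibition of test wells between control levels plus 3 SD, cut at about 38% in these data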;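 also: cells cotransfected with COUP-TFII expression vector driving the NGFI-A reporter; 0% = median of COUP-TF2 test wells and 100% = reporter-only cells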
ABHD5-PLIN5 inh: ABHD5-PLIN5 protein interaction inhibition. Q00G26+Q8WTS1. Split G. princeps luciferase complementation, luminescence, 4 h. inhibition, % at 4 µM. 360,000 compounds, 0.78% hits. AID 602281;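 active = inhibition above the mean inhibition across every tested compound plus 3 SD, cut at about 22% in these data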;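 also: 0% = DMSO only wells and the 100% control is not disclosed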
Target sequence (Q00G26 whole entry, looked up): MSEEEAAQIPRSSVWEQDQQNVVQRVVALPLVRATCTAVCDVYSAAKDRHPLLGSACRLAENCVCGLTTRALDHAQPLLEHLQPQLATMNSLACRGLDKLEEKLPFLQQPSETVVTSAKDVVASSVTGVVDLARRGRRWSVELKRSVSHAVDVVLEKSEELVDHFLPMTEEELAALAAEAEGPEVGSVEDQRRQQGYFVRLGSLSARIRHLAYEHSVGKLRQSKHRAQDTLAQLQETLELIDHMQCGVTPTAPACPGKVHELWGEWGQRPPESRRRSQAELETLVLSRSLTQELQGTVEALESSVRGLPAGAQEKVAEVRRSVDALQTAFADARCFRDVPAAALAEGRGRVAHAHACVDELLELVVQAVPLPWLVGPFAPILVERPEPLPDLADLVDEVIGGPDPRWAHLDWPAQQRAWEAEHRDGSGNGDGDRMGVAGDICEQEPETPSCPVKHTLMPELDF
Target sequence (Q8WTS1 whole entry, looked up): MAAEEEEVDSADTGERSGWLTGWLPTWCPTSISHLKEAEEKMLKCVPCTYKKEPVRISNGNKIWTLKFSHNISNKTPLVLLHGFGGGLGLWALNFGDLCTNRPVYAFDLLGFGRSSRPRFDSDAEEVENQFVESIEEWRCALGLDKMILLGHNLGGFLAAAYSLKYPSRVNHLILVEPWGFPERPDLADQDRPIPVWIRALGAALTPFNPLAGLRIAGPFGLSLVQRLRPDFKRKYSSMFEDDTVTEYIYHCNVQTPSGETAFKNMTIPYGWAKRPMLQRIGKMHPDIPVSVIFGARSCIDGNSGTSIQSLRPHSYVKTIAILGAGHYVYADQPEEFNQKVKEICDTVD
NOD2-RIPK2 inh: inhibitors of human NOD2-RIPK2 interaction; O43353; CHO BLA complementation NOD2-RIPK2, CCF4 ratio; inhibition, % at 4.98 µM; 360,000 compounds, 0.38% hits; AID 624267; in the data active = inhibition above about 21%;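 also: 0% = vehicle only and 100% = reference blocker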
TWEAK Fn14 block: TWEAK-Fn14 signaling inhibition | AID 1159606 | TWEAK-stimulated Fn14 reporter cells, luciferase luminescence, 8 h | inhibition, % at 10 µM | 360,000 compounds, 2% hits; in the data active = inhibition above about 50%
SRC1 inh: inhibits human SRC1 coactivator; 360,000 compounds, 0.12% hits; inhibition, % at 3.6 µM; Q15788; HEK293 GAL4-SRC1 luciferase reporter, luminescence;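 active = inhibition above the campaign mean plus 3 SD, with each screening campaign given its own cutoff, cut at about 60% in these data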;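 also: 0% = DMSO treated cells and 100% = gossypol at 36 µM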
TROY signal inh: blocks TROY-dependent signaling in reporter cells; Q293 LMP1-TROYcd NF-kB luciferase reporter, 4 h; inhibition, % at 10 µM; 360,000 compounds, 0.98% hits;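 active = compounds whose plate-normalised and pattern-corrected inhibition of the luciferase reporter signal at the single screening dose is 50% or more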
Granule exo inh: lytic granule exocytosis inhibition | inhibition, % at 10 µM | TALL-104 LAMP-1 surface exposure, flow cytometry; cells stimulated with thapsigargin and PMA | 360,000 compounds, 0.66% hits;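 active = inhibition above about 55%, limit read from the data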
LRH-1 inv ag: inverse agonists of human LRH-1 (NR5A2); HEK293T StAR-luciferase reporter, LRH-1 transfected, 24 h; inhibition, % at 3.6 µM; 360,000 compounds, 0.13% hits; AID 602396;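 active = inhibition above the mean inhibition of all tested compounds plus 3 SD, cut at about 73% in these data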;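 also: 0% = DMSO wells and 100% = reporter-only cells lacking LRH-1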
TLR9-MyD88 inh: blocks human TLR9 binding to MyD88; inhibition, % at 4.98 µM; AID 504734; 340,000 compounds, 0.21% hits; CHO BLA complementation TLR9-MyD88, CCF4 FRET ratio; Q9NR96+Q99836;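 active = inhibition above the mean over all tested compounds plus 3 SD, cut at about 21% in these data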;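 also: 0% = DMSO only wells and 100% = clavulanate BLA inhibitor control wells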
NCOA3 inh: inhibitors of human steroid receptor coactivator 3 (SRC3); Q9Y6Q9; HEK293 GAL4-SRC3 luciferase reporter, luminescence; inhibition, % at 3.6 µM; 360,000 compounds, 0.17% hits;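 active = inhibition above a per-campaign cutoff, the mean of all compounds plus 3 SD, cut at about 60% in these data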;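 also: 0% = DMSO-treated cells and 100% = gossypol-treated cells at 36 µM; higher means less SRC3-driven luciferase light from the GAL4 reporter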
Active calls of the source: *; x = no result given. A portion of the library; the hit share may differ from the screen's.

SMILES,SRC2 inh,COUP-TFII inh,ABHD5-PLIN5 inh,NOD2-RIPK2 inh,TWEAK Fn14 block,SRC1 inh,TROY signal inh,Granule exo inh,LRH-1 inv ag,TLR9-MyD88 inh,NCOA3 inh
CC1(C)CC(=O)c2sc(NS(=O)(=O)c3ccc(Br)cc3)nc2C1,-18,22,3,-11,12,-28,4,-2,8,-5,14
COc1ccc(-n2c(=S)[nH]c3cc(C(=O)NCc4ccccc4)ccc3c2=O)c(OC)c1,10,-8,-6,-2,2,-3,-2,9,-3,-6,-7
O=C1c2c(-c3ccc(Br)cc3)noc2CCN1Cc1cn(C2CCCC2)nn1,6,25,11,-3,x,x,x,0,5,x,x
CCN1CCN(c2ccc(S(=O)(=O)N3CCOCC3)cc2NC(=O)c2cccc([N+](=O)[O-])c2)CC1,-3,-9,3,0,6,-14,5,2,4,6,-7
O=C(Nc1ccc(Cl)cc1)N1CCN(c2ccccc2)CC1,-19,-7,2,5,-16,-28,-28,3,-28,-8,-10
Cc1ccc(S(=O)(=O)NCc2ccc(N3CCN(C(=O)OC(C)(C)C)CC3)cc2)cc1,-14,-7,0,-2,19,2,34,-1,0,1,1
O=C(Nc1nc(-c2ccc(Cl)s2)cs1)c1ccccc1,-31,-10,-9,-12,15,-18,-2,-2,-29,-7,-6
COc1ccc(CN2CCN(c3ncccn3)CC2)c(C)c1C,10,7,3,-2,-22,12,-2,7,18,-9,17
CCCCN(CC)c1nc(N)c(C#N)c(CC#N)c1C#N,-3,0,-8,-7,-19,5,7,1,1,-6,1
COc1ccc(N(CC(=O)NCC2CCCO2)S(=O)(=O)c2ccc(C)cc2)cc1OC (stereo unspecified),9,7,6,-9,10,-25,6,-1,15,0,2
CCN(CC)C(=O)Oc1cc2c(-c3cc4cccc(OC)c4o3)cc(=O)oc2cc1C,19,14,-6,-7,31,6,-12,23,-12,-6,-6
Cc1cccc(N2CCN(CCCNC(=O)c3ccc(NC(=O)C4=CSCCO4)cc3)CC2C)c1 (stereo unspecified),2,10,-7,-3,7,-4,7,2,-28,-5,3
O=C(NNS(=O)(=O)c1ccc(F)cc1)C1CCCCC1,-7,14,-3,-3,15,5,3,12,7,2,4
CCN1CCN(S(=O)(=O)c2ccc(Cl)c(C(=O)N(CC)CC(=O)Nc3ccc(OC)cc3)c2)CC1,5,4,-6,-3,-6,-123,3,3,15,-3,9
C=CCn1c(O)c(N=NC(=S)Nc2ccccc2F)c2ccccc21,5,22,-7,-3,-51,8,-3,2,14,-11,16
CC1CCN(C(=O)C2CCC(C)(C(=O)O)C2(C)C)CC1 (stereo unspecified),5,-15,0,-6,6,-21,-12,-10,-3,0,18
COCc1cc(=O)n2[nH]c(C(F)(F)F)nc2n1,1,14,4,5,7,0,-9,1,-3,-3,14
Cc1cccc(/C=N/NC(=O)c2cc(-c3cccnc3)nc3c2c(C)nn3-c2ccccc2)c1,-6,-8,3,1,25,-17,14,34,14,-5,2
COc1cccc(NC(=O)C2=COCCO2)c1,-59,-17,14,-10,2,-87,-82,5,-86,5,-55
CCCS(=O)(=O)N1CCC(C(=O)N2CCC(Cc3ccccc3)CC2)CC1,2,6,5,-7,3,15,12,-3,7,-7,15
CSc1nc2ccsc2c(=O)n1-c1ccccc1,2,-23,2,1,-3,-7,1,-6,7,-2,12
Cc1ccc(C2=NC(C(F)(F)F)(C(F)(F)F)c3c(n(-c4ccc(F)cc4)c(=O)[nH]c3=O)N2)cc1,10,-5,-7,-7,17,-1,1,5,13,-1,15
CCOc1ccc(N(CC(=O)Nc2cccc(N(C)S(C)(=O)=O)c2)S(=O)(=O)c2ccccc2)cc1,14,9,1,-2,18,17,11,-1,25,2,7
Cc1cc(C)n(CC(O)COc2cccc(OCC(O)Cn3nc(C)cc3C)c2)n1 (stereo unspecified),14,7,2,17,20,-20,4,1,-1,-6,6
O=C(NC1CCN(Cc2nnnn2CCc2ccccc2)CC1)c1ccccc1F,0,3,1,3,3,-20,-18,-1,9,9,10
COc1ccc(OC)c(C2CC(c3c(-c4ccccc4)c4cc(Cl)ccc4[nH]c3=O)=NN2S(C)(=O)=O)c1 (stereo unspecified),-25,-1,1,4,23,-13,-1,0,1,-4,9
CC(=O)c1cccc(NC(=O)Cn2nc(-c3ccc(Cl)cc3)ccc2=O)c1,4,3,2,10,17,12,-6,-1,1,-15,16
CN1CC(=O)N2[C@H](c3ccc4c(c3)OCO4)c3[nH]c4ccccc4c3C[C@@H]2C1=O,-11,-4,7,4,4,10,3,-12,-11,-1,19
COC(=O)C1C2CC(C(Br)C2Br)C1C(=O)O (stereo unspecified),-29,8,-4,-9,22,3,-11,6,14,-1,11
O=C(Nc1c(C(=O)O)[nH]c2ccccc12)NC1CCCCC1,-43,5,-14,-7,13,-16,10,1,10,-2,-15
CC(=O)n1nc(-c2cccc(C)c2)nc1SCC(=O)Nc1ccccc1,-17,-6,-6,4,17,-4,-5,-1,-11,7,17
Cc1cccc(C(=O)Nc2nnc(S(=O)(=O)N3CCCCCC3)s2)c1,-17,8,-9,-12,-46,-15,-23,0,12,-6,-20
CC(=O)Nc1ccc(NC(=O)COc2c(C)cc(Br)cc2C)cc1,-13,15,-2,5,1,-7,21,1,-11,-10,20
O=c1[nH]c(CN2CCN(Cc3ccc4c(c3)OCO4)CC2)nc2ccccc12,-11,-10,9,0,-12,-6,9,-4,-9,11,-3
CCOC(=O)[C@]12CCCC=C1N(Cc1ccc3c(c1)OCO3)C(=O)[C@H](CC(=O)NCCCN1CCCC1=O)C2,13,-3,4,8,19,x,-29,-5,9,x,x
CSc1ccccc1NC(=O)c1ccc([N+](=O)[O-])cc1,-19,-19,-6,-6,-10,4,-7,2,-13,-13,17
O=C(CCCOc1cccc(Br)c1)NCCOc1ccccc1,22,0,1,-5,-21,20,-7,23,-3,0,-3
Cc1ccc(S(=O)(=O)NCc2ccccc2)cc1,7,-1,9,-14,19,8,-11,-4,-6,9,6
O=C1C2C3C=CC(C4CC34)C2C(=O)N1/N=C/c1cccs1 (stereo unspecified),2,5,-1,-11,5,1,-27,-12,-2,-8,-1
COc1ccc(OC)c(C(c2nnnn2CCc2ccccc2)N2CCN(c3ccccc3)CC2)c1 (stereo unspecified),-6,2,-1,5,-2,2,-8,2,1,-4,-5
O=S(=O)(c1cccs1)N1CCN(CC(O)COc2cc(Cl)ccc2Cl)CC1 (stereo unspecified),19,4,2,10,30,11,52*,8,17,-5,22
Cc1cc(C)n(-c2ccc(C(=O)NCc3cccs3)cc2)n1,-47,-1,5,10,-13,2,-14,-4,4,-3,-28
Nc1cccnc1-n1nc(C(F)(F)F)cc1C(F)(F)F,5,8,2,-9,-1,-13,-1,-2,1,0,2
Cc1nc2sc3c(c2c(=O)n1/N=C/c1cccnc1)CCCC3,17,-3,-2,-4,0,8,-1,0,-5,5,2
CCCC(c1nnnn1C1CCCCC1)N1CCN(C2CCCC2)CC1 (stereo unspecified),-12,-4,4,1,-2,10,-1,-2,6,-3,-13
CC(C(=O)NC1CCCC1)n1c(C2CC2)nc2ccccc21 (stereo unspecified),-37,-12,9,-8,x,x,x,5,-46,x,x
CN=C1C([N+](=O)[O-])=CC=C2C1=NC1(CCCCC1)N2O,-4,2,0,-9,4,2,10,5,8,-3,22
O=C(COC(=O)c1cc(F)c(F)cc1Cl)NC1CCCCCC1,-12,3,-5,-1,-44,12,-20,-10,16,-8,6
CCOC(=O)N1CCC(NC(=O)CC(NS(=O)(=O)c2ccc(Cl)cc2)c2ccco2)CC1 (stereo unspecified),20,-5,1,-3,-3,1,2,-4,-9,-6,-3
COc1cccc(NC(=O)CN(C)C(=O)c2cc(-c3ccco3)nc3ccccc23)c1,13,-1,-1,-3,13,-21,-5,-1,5,-6,-4
CCN1CCN(c2nc(-c3cccs3)nc3ccccc23)CC1,-9,-24,1,-9,-11,-2,12,1,0,1,16
O=C(NCc1ccc(F)cc1)C1CCC(CNS(=O)(=O)c2cccs2)CC1 (stereo unspecified),0,8,2,-3,22,12,9,1,5,0,2
O=C1CC(NC(=O)c2ccc(Cl)cc2)C(=O)N1 (stereo unspecified),-1,-6,5,-1,14,-31,1,8,1,-20,1
O=C(Cn1nnc(-c2ccccc2Cl)n1)N1CCN(S(=O)(=O)c2ccc(Cl)cc2)CC1,5,3,0,7,14,-2,10,1,-13,-8,12
COc1ccc(-c2nc(-c3ccccn3)ncc2S(C)(=O)=O)cc1,9,-5,-5,-2,-6,-1,8,0,-7,-5,-11
CN(C)C(=O)c1ccc(Oc2ccc(C(=O)N(C)C)cc2)cc1,-4,-3,6,-1,-12,-2,-20,0,-8,-72,1
CC(=O)Nc1ccc(S(=O)(=O)N(C)CC(=O)NNc2c(F)c(F)cc(F)c2F)cc1,-13,4,-10,3,-3,-2,2,-3,1,6,-9
CCN(CC)CCCNC(=O)Cn1ccc2ccccc2c1=O,-22,-8,2,0,-5,-16,-4,-2,0,-1,21
CC(=O)CC(=O)NC1C2CC3CC(C2)CC1C3 (stereo unspecified),4,28,1,0,-4,-4,-23,-3,-1,-2,18
O=c1[nH]c(SCc2ccccc2)nc2[nH]ncc12,1,-24,-1,-6,-20,-1,-42,20,-12,-4,-2

(list continues)
SMILES,SRC2 inh,COUP-TFII inh,ABHD5-PLIN5 inh,NOD2-RIPK2 inh,TWEAK Fn14 block,SRC1 inh,TROY signal inh,Granule exo inh,LRH-1 inv ag,TLR9-MyD88 inh,NCOA3 inh
CCC(OC(=O)c1ccco1)C(=O)NCc1ccc2c(c1)OCO2 (stereo unspecified),-10,8,-17,1,-1,4,-20,-9,3,3,17
CCN1CCN(CCCNC(=O)c2ccc(CS(=O)c3ccc(Br)cc3)o2)CC1 (stereo unspecified),-8,9,-7,7,4,-3,14,-3,8,-9,-3
CCOC(=O)C1CCN(C(=O)CN2C(=O)C(CC)Oc3ccccc32)CC1 (stereo unspecified),8,3,-10,-7,-2,12,-4,3,-8,-7,15
O=C(N/N=C/c1c(O)n(-c2ccc(Cl)cn2)c(=O)c2ccccc12)c1ccncc1,-25,-13,-3,14,19,-19,10,0,-8,21*,1
COc1cc(CCN=Cc2ccccc2O)c([N+](=O)[O-])cc1OC,x,x,4,-2,8,-5,11,9,-5,x,8
O=C(COc1ccc2ccccc2c1)Nc1ccc(S(=O)(=O)N2CCCCCC2)cc1,12,0,-9,-18,17,-6,2,-2,13,-1,-19
Cc1c(Cl)cnc(NC(=O)COC(=O)CCS(=O)(=O)c2ccccc2)c1Cl,0,-3,0,4,-1,3,-7,-1,17,5,24
CC(C)C(NC(=O)CCN1C(=O)c2ccccc2C1=O)c1ccccc1 (stereo unspecified),-28,-3,3,-8,15,14,-6,32,4,0,-15
